MgcRacGAP inhibition = MgcRacGAP GTPase-activating activity inhibitors, confirmation, biochemical, ADP Hunter fluorescence; 340,000 tested, 0.6% active; inhibition, % at 30 µM, or IC50 in µM where a hit was titrated; MgcRacGAP-stimulated Rac1 GTP hydrolysis, ADP Hunter fluorescence; higher % means a stronger effect; GST-tagged Rac1 F28L mutant substrate;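 active = first-screen hits whose inhibition reached a set limit at any dose in the follow-up dose series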;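 note: fluorescence reports GDP produced by GAP-driven GTP hydrolysis; strong numbers were not always called active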
HIV fusion peptide = cell-free HIV fusion peptide-binding blockers – biochemical, uHTS, fluorescence dequenching, primary screen (AID 1986); cell-free peptide binding, fluorescence dequenching, 30 min; higher % means a stronger effect; inhibition, % at 20 µM, or IC50 in µM where a hit was titrated; 290,000 tested, 0.3% active; in the data active = inhibition mostly above about 52%, no sharp cut-off; inactive = mostly below about 76%; note: some results filed as inactive read as strong as hits
KOR beta-arrestin-1 = kappa opioid receptor blockers – cell-based, luminescence, uHTS (AID 1778); KOR beta-arrestin recruitment, luminescence, antagonist mode; higher % means a stronger effect; 290,000 tested, 0.091% active; inhibition, % at 10 µM; hits with a dose series show IC50 in µM; note: strong numbers were not always called active
NOD2 inhibition = inhibition of NOD2-driven NF-kB reporter – cell-based, luminescence, uHTS, HEK293 (AID 1566); HEK293 NOD2/NF-kB luciferase reporter, luminescence; higher % means a stronger effect; 290,000 tested, 0.63% active; inhibition, % at 4 µM; hits with a dose series show EC50 in µM; note: many of its hits are not listed in these tables
NOD1 inhibition = inhibition of NOD1-driven NF-kB reporter – cell-based, luminescence, uHTS, primary screen (AID 1578); NOD1-driven NF-kB luciferase reporter cells, luminescence; higher % means a stronger effect; 290,000 tested, 1% active; inhibition, % at 4 µM, or EC50 in µM where a hit was titrated; in the data active = inhibition mostly above about 36%, no sharp cut-off; inactive = mostly below about 34%;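 note: HEK-293T reporter cells stimulated with the NOD1 agonist gamma-tri-DAP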
KOR beta-arrestin-2 = kappa opioid receptor activators – cell-based, luminescence, uHTS, primary screen (AID 1777). KOR beta-arrestin recruitment, luminescence; higher % means a stronger effect. 280,000 tested, 0.02% active. activation, % at 10 µM; hits with a dose series show EC50 in µM; in the data active = activation above about 50%, passing the limit was not always enough; note: a part of the inactive calls stands beside numbers as strong as those of hits
GPR55 antagonists = inhibition of LPI-stimulated GPR55 beta-arrestin translocation – imaging, U2OS, beta-arrestin-GFP, LPI agonist, primary screen (AID 2013) | U2OS GPR55 beta-arrestin-GFP translocation imaging, LPI antagonism; higher % means a stronger effect | inhibition, % at 10 µM; hits with a dose series show IC50 in µM | 290,000 tested, 0.13% active;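 active = spots per cell inhibited over 60%, with over 100 cells counted and total cytoplasm intensity under 500,000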;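 note: U2OS cells stably carrying GPR55 and arrestin-GFP stimulated by 5 µM LPI near EC80; imaged beta-arrestin-GFP aggregate spots per cell after agonist stimulation; plate controls were LPI-stimulated DMSO wells for no effect and DMSO wells without LPI for full effect; some results filed as inactive read as strong as hits; confirmed hits need IC50 under 10 µM and bright autofluorescent wells are also inconclusive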
SV40 large T antigen = SV40 large T antigen inhibitors, biochemical (AID 1903) | SV40 large T antigen ATPase/helicase inhibition assay; higher % means a stronger effect | inhibition, % at 20 µM; hits with a dose series show IC50 in µM | 310,000 tested, 0.39% active; in the data active = a potency from the dose series; note: strong numbers were not always called active
GPR55 activation = selective activators of receptor GPR55 – imaging, U2OS cells, beta-arrestin-GFP redistribution, primary screen (AID 1961); 290,000 tested, 0.048% active; U2OS GPR55 beta-arrestin-GFP redistribution imaging; higher % means a stronger effect; activation, % at 10 µM, or EC50 in µM where a hit was titrated;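 active = activation above 40% with more than 50 cells counted in the well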;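 note: U2OS osteosarcoma cells stably expressing GPR55 and beta-arrestin-GFP; plate controls were DMSO negative control for no effect and LPI positive control for full effect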
* marks the source's active call; other numbers are inactive results; · = not tested or not shown; [ ] = another dose, or the depositor's remark. Cut-off read from the data, not from the text of the source, unless noted: active = inhibition above about 50%; inactive = the rest. Only part of the results is shown; rates above refer to the full screens.

Every second line gives: MgcRacGAP inhibition | HIV fusion peptide | KOR beta-arrestin-1 | NOD2 inhibition | NOD1 inhibition | KOR beta-arrestin-2 | GPR55 antagonists | SV40 large T antigen | GPR55 activation
> CC(Oc1ccc2c(c1)oc(=O)c1ccccc12)C(=O)NCC1CCC(C(=O)O)CC1 (configuration not stated)
→ 0.4% | 0.4% | -28.1%[20 µM] | 11.9% | -14.8% | -1.7% | -9.8% | · | -0.1%
> NCCCNC(=O)c1cc2ccccc2[nH]1
→ 15.8% | 15.7% | -8.5% | -4.6% | 3.0% | 0.8% | 6.8% | 7.4% | -0.2%
> COc1cc(NC(=S)NCc2ccco2)cc(OC)c1OC
→ 9.8% | -1.8% | -10.1% | 4.2% | 13.5% | 0.3% | 4.1% | 6.9% | -0.3%
> C=CCNC(=O)c1ccc(C)cc1Cl
→ 7.1% | 9.4% | 27.7% | 11.8% | 2.9% | · | · | 12.9% | 0.2%
> COCCCNC(=O)CCN1N=C(c2ccccc2)CCC1=O
→ 8.1% | 1.1% | 7.9% | 8.9% | -18.6% | -3.2% | 15.3% | 4.3% | -0.2%
> O=C(O)c1ccc(/C=N/N2CCN(Cc3cccc4ccccc34)CC2)cc1
→ -3.8% | 8.4% | -36.7% | 3.8% | -4.2% | -6.9% | 4.3% | 11.2% | -0.2%
> Cc1cc(C)c2c(N=NN3CCOCC3)[nH]nc2n1
→ 5.8% | 2.1% | 1.6% | -19.7% | -5.8% | 0.8% | -3.4% | 16.1% | -0.1%
> COc1cc(NC(=O)CCc2ccccc2)nc(OC)n1
→ 5.5% | 2.4% | 23.6% | -21.2% | -26.9% | 3.9% | 6.3% | 15.4% | 0.2%
> O=C(NCc1cccnc1)c1ccccc1NC(=O)c1c(F)cccc1F
→ 4.5% | -0.6% | 9.2% | 4.8% | -19.9% | -5.9% | 6.4% | 1.5% | -0.1%
> CN1CCN(NC(=O)c2cc(-c3ccccn3)nc3ccccc23)CC1
→ 4.6% | -2.6% | -11.8% | 13.7% | -9.8% | -1.0% | -13.3% | 12.7% | 0.7%
> CCN(CC)C(=O)Cn1cc(C(=O)C(=O)Nc2ccc3c(c2)OCCO3)c2ccccc21
→ 7.1% | -0.6% | -23.5% | -13.7% | -55.1% | 2.5% | -1.5% | 1.5% | 0.7%
> Cc1c(C(=O)N2CCC(C)CC2)sc2ncn(CC(=O)N3CCC(C)CC3)c(=O)c12
→ 0.8% | 0.2% | -14.9% | 7.1% | -15.9% | -3.6% | -11.8% | 14.4% | 0.1%
> Cc1cc(SCc2ccccc2F)nc(=O)[nH]1
→ 5.0% | 1.6% | -47.2% | 10.0% | -13.8% | -4.6% | 8.4% | 21.2% | -0.2%
> COC(=O)c1cc(NC(=O)c2ccco2)ccc1N1CCOCC1
→ 20.7% | 0.1% | -21.0% | -8.6% | -9.7% | -1.5% | -9.9% | 7.4% | -0.4%
> CN(C(=O)c1ccc2c(c1)SC1=NS(=O)(=O)CCN12)C(c1ccccc1)c1ccccc1
→ 11.4% | -2.4% | -35.1% | -7.6% | -7.6% | 1.3% | 21.0% | 4.4% | 0.5%
> S=C(NCc1ccco1)N1CCOCC1
→ 1.0% | -1.5% | 6.1% | 17.4% | -27.9% | -5.6% | 5.5% | 1.4% | -0.2%
> COc1ccc(NS(=O)(=O)c2csc(C(=O)N3CCCC3)c2)cc1
→ 7.3% | -1.0% | -26.6% | -4.4% | -31.4% | -3.1% | 10.2% | 8.2% | 0.2%
> CCOCCCNC(=O)Cn1cnc2sc(C)c(S(=O)(=O)N3CCN(c4ncccn4)CC3)c2c1=O
→ 3.0% | 0.8% | -20.2% | 4.0% | -34.7% | 2.4% | 2.6% | 3.6% | 0.2%
> COc1cccc(CNC(=O)CCC2CCCN(C/C=C/c3ccccc3OC)C2)c1 (configuration not stated)
→ 5.7% | 1.7% | -24.6% | -1.2% | -39.9% | 0.7% | -1.1% | -4.0% | 1.7%
> Cc1cc(Cl)c(S(=O)(=O)NCc2ccncc2)cc1OCC(N)=O
→ 4.1% | -0.9% | -48.2% | 24.5% | 8.2% | -6.3% | 5.4% | 0.8% | 0.0%
> Cc1cc(C)n(-c2nc(NCCO)c3c4c(sc3n2)CCCC4)n1
→ 4.6% | -0.3% | -0.2% | -1.3% | -22.6% | 0.4% | 3.5% | 15.1% | 0.1%
> O=C(COC(=O)c1cc(S(=O)(=O)N2CCOCC2)ccc1O)NCCc1ccccc1
→ 4.2% | 0.2% | 62.1% | 17.2% | -22.4% | -0.6% | 9.5% | 3.2% | 0.3%
> CN(C)C(=O)c1ccc(-c2cc(C(F)(F)F)nn2C)s1
→ · | -1.2% | 10.9% | -40.5% | -8.4% | -6.0% | 2.6% | 10.3% | 0.2%
> CC(=O)C1C(c2ccc(Cl)cc2)NC(=O)NC1(O)C(F)(F)F (configuration not stated)
→ 1.7% | 0.8% | 10.0% | 11.9% | -22.4% | -2.9% | -0.9% | -6.2% | 0.2%
> Cc1nc2nc(-c3ccco3)nn2c(C)c1Cl
→ 10.4% | 2.7% | 27.3% | -12.4% | -27.4% | -1.7% | 8.5% | 7.4% | 0.0%
> COc1cc(CN2CCCC(CCC(=O)NCc3ccc(C)o3)C2)cc2c1OCO2 (configuration not stated)
→ 7.7% | 1.0% | -12.5% | -18.3% | -28.0% | 3.7% | 0.1% | 2.2% | -0.2%
> CCN(CC)CC#CC(O)(c1ccccc1)c1ccccc1
→ 0.1% | -0.1% | -9.6%[20 µM] | 28.9% | -1.2% | · | 17.5% | 16.8% | -0.1%
> CC(=O)N1c2ccc(S(=O)(=O)N3CCOCC3)cc2CC1C (configuration not stated)
→ 6.2% | 0.0% | -24.7% | 7.4% | -0.8% | -1.7% | -1.1% | 5.8% | -0.1%
> CCC(CCC(=O)Nc1nncs1)C(=O)O (configuration not stated)
→ · | 2.2% | -22.7% | 6.3% | 0.6% | 1.4% | 1.6% | 7.1% | -0.1%
> COc1ccccc1CCN=C(N)NS(=O)(=O)c1ccc(C)cc1
→ 1.3% | -0.2% | -17.6% | 9.9% | -30.9% | -1.7% | 5.7% | -2.1% | -0.1%

As a short view, some entries already given:
Every second line gives: MgcRacGAP inhibition | HIV fusion peptide | KOR beta-arrestin-1 | NOD2 inhibition | NOD1 inhibition | KOR beta-arrestin-2 | GPR55 antagonists | SV40 large T antigen | GPR55 activation
> COc1cc(NC(=S)NCc2ccco2)cc(OC)c1OC
→ 9.8% | -1.8% | -10.1% | 4.2% | 13.5% | 0.3% | 4.1% | 6.9% | -0.3%
> C=CCNC(=O)c1ccc(C)cc1Cl
→ 7.1% | 9.4% | 27.7% | 11.8% | 2.9% | · | · | 12.9% | 0.2%
> COCCCNC(=O)CCN1N=C(c2ccccc2)CCC1=O
→ 8.1% | 1.1% | 7.9% | 8.9% | -18.6% | -3.2% | 15.3% | 4.3% | -0.2%

Continuation.
Every second line gives: MgcRacGAP inhibition | HIV fusion peptide | KOR beta-arrestin-1 | NOD2 inhibition | NOD1 inhibition | KOR beta-arrestin-2 | GPR55 antagonists | SV40 large T antigen | GPR55 activation
> COCCOC(=O)c1c(C)n(C)c2ccc(OC(=O)c3cccs3)cc12
→ -2.5% | 2.2% | -40.8% | 11.3% | -8.1% | -0.5% | 3.0% | 8.0% | 0.6%
> CC(=O)N/C(=N\c1nc(C)cc(C)n1)Nc1ccc(Cl)cc1Cl
→ -4.0% | 0.1% | 12.2% | 4.8% | 2.1% | -4.6% | 0.4% | 0.7% | 0.0%
> O=C1CCCN1c1nccs1
→ 1.1% | 1.4% | 28.6% | 19.6% | -20.4% | -2.1% | -7.3% | 4.2% | 0.5%
> CC(/C=C/c1ccccc1)=N\NC(=O)c1cc(C)[nH]n1
→ 11.1% | 0.7% | 2.7% | 21.4% | -8.6% | 0.7% | -7.4% | 5.3% | 0.2%
> CCc1cccc(N(C)C(N)=Nc2cccc3ccccc23)c1
→ 3.0% | -1.0% | 14.6% | -12.1% | -14.9% | 3.1% | 11.6% | 10.8% | -0.1%
> Cc1sc(NC(=O)CSc2nnc(C)c(=O)[nH]2)c(C#N)c1C
→ 21.4% | -1.4% | 24.7% | 8.0% | -20.8% | 0.5% | 6.2% | 16.9% | -0.4%
> O=C(N/N=C\c1c(F)c(F)c(F)c(F)c1F)c1ccc(-c2ccccc2)cc1
→ 3.8% | -1.6% | -8.5% | -1.4% | 5.9% | 1.5% | 7.4% | -2.0% | 0.3%
> CNC(=O)c1c(NC(=O)c2ccc(S(=O)(=O)N3CCCCC3)cc2)sc2c1CCN(C(C)C)C2
→ 4.8% | 4.0% | -2.6% | 3.0% | -26.0% | 9.5% | 22.5% | 11.8% | -0.1%
> Cc1ccc(S(=O)(=O)c2c(C)nn(-c3ccccc3)c2OC(=O)c2ccc(Br)o2)cc1
→ 1.9% | 4.8% | -8.3% | 9.3% | -9.8% | 0.4% | 7.6% | 6.7% | -0.2%
> N#CC(C#N)=C1C(=O)N(CCN2CCOCC2)c2ccccc21
→ 13.9% | -1.8% | 21.0% | 3.7% | -11.2% | -2.7% | 10.9% | 24.2% | 0.3%
> CCc1nnc(NC(=O)C2CCCCN2S(=O)(=O)c2ccccc2)s1 (configuration not stated)
→ 3.3% | 0.6% | -25.5% | 6.7% | -39.2% | 3.1% | 1.6% | 4.8% | 0.1%
> COc1ccc(CNCCC2(Cc3ccccc3)CC(C)N(C)CC2C)cc1OC (configuration not stated)
→ 8.3% | 1.2% | -84.3%[20 µM] | 20.6% | -28.6% | · | 2.0% | 4.5% | 0.3%
> O=C(Nc1ccc(O)c(C(=O)O)c1)Oc1ccccc1
→ 9.8% | -0.3% | 8.0% | 8.6% | -5.4% | 7.2% | 6.6% | 12.6% | -0.1%
> CCOC(CNC(=O)C(=O)Nc1cc2c3c(c1)CCC(=O)N3CCC2)OCC
→ 3.5% | -1.6% | -3.1% | 17.4% | -12.0% | 13.8% | 1.8% | 5.8% | -0.1%
> CCN(CC(=O)NCc1cccs1)S(=O)(=O)c1cccc(C(C)=O)c1
→ 3.4% | 1.6% | 21.6% | 11.7% | 2.6% | 0.6% | -7.7% | -1.7% | -0.2%
> CCN1CCc2c(C#N)c(NCc3ccccc3)nc(N(CC)CC)c2C1
→ 11.0% | 3.6% | -10.6% | 15.1% | -12.2% | -5.3% | 11.6% | 16.2% | 0.5%
> CN(C)S(=O)(=O)c1cc(NC(=O)CN2CCN(c3ccccc3)CC2)ccc1Cl
→ 3.1% | 0.9% | 6.8% | 2.1% | -26.3% | -1.5% | -2.2% | 18.4% | -0.2%
> COc1cnc(SCc2c(Cl)cccc2Cl)nc1Cl
→ 6.5% | 1.2% | 9.7% | 9.9% | -6.5% | -3.1% | -9.6% | 9.7% | 0.1%
> Cc1nn(Cc2ccccc2Cl)c2sc(C(=O)NCCCn3ccnc3)cc12
→ 6.1% | 4.2% | -13.3% | 8.4% | -3.7% | -1.5% | -10.7% | 0.5% | -0.3%
> CC(=O)Nc1ccc(S(=O)(=O)N2CCN(C3CCCCCCC3)CC2)cc1
→ 8.6% | -5.8% | 35.4% | -5.2% | 22.7% | -2.3% | 10.5% | 7.5% | 0.4%

Screening results (PubChem BioAssay)
